High-throughput results as filed in PubChem.
Imprint erasure: inducers of genomic imprint erasure in mouse ES cells. AID 1948. hit rate 0.02% among 110,000. mouse ES Peg3-LacZ reporter, beta-gal luminescence, 40 h. Potency, µM (highest dose often 60.7 µM), without a hit: at the top dose activity change, positive = activation, hits mostly activators;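 also: 0% = negative control wells on the plate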
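Readout: BetaGlo luminescence (5 min, room temp) for LacZ from the normally silent maternal Peg3 allele in female Peg3LacZ-Neo ES cells. Cells 300/well, 40 h, 37C, 5% CO2. Data normalized per plate to negative controls.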
p53ts 32C kill: p53ts cell cytotoxicity, permissive temperature | hit rate 0.93% among 130,000 | H1299-p53A138V at 32C, ATP luminescence viability, 24 h | Potency, µM (series often up to 46.1 µM), for the others: top-dose activity change, negative = cytotoxicity, usual class: cytotoxic;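 also: 0% = DMSO and -100% = full killing by reference compound; nearly all actives have a fitted effect of over 55% in size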
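ATP-content luminescence (ATPlite) read-out after 24 h compound exposure at 32C in H1299-p53A138V cells (600/well). Tested up to 46 uM. Normalized to DMSO (0%) and 100 uM tamoxifen (100% killing); Hill-fit AC50.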
IkB sig inh: IkB pathway inhibition in ABC-DLBCL cells | AID 445 | Potency, µM (doses to about 57.1 µM), without a hit: at the top dose IkBa stabilization activation | ABC-DLBCL IkBa-CBG/CBR dual luciferase ratio, 4 h; response scale: scaled: untreated 0%, proteasome inhibitor 100% | hit rate 0.04% among 110,000; active = well fitted curve in the direction sought with a large enough effect in the signal ratio, not every such curve was filed as active; inconclusive = small, poorly fitted or top-dose-only effect, or a change in a side signal; the % refers to the signal ratio;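 also: the direction sought is a rising ratio; 0% = basal untreated cells and 100% = reference inhibitor full response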
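Luminescence ratio of IκBα-fused green versus native red beetle luciferase in OCI-Ly3 cells, 4 h post-doxycycline with compound; red signal alone, scaled from basal (0%) to zero light (-100%), flagged nonspecific or cytotoxic effects.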
p53ts 39C tox: cytotoxicity in p53ts cells at nonpermissive temperature. H1299-p53A138V viability at 39C, ATP luminescence, 24 h. AID 902. hit rate 1.5% among 130,000. Potency, µM (series often up to 46.1 µM), inactives show at the top dose activity change, negative = cell killing, actives largely listed as cytotoxic; also: nearly all actives have a fitted effect of over 55% in size
The depositor's hits bear a star; ? = inconclusive; nt = no result given; [ ] = remark or other dose. Unless noted, calls follow the shape of the dose curve; as a rule, active = well fitted curve in the direction sought with a large enough effect; inconclusive = small, poorly fitted or top-dose-only effect, or another doubt; inactive = no such curve, though single readings can be large; an effect the other way counts as inactive or inconclusive. Unless noted, % is scaled to controls: 0 for no effect and ±100 for the full control effect; potency is read from the fitted curve at half-maximal effect.

compound | p53ts 32C kill | p53ts 39C tox | IkB sig inh | Imprint erasure
C[C@@]12C[C@H](O)[C@@H]3[C@H](CCC4=CC(=O)CC[C@]43C)[C@H]1CC[C@@H]2c1csc(-c2ccccc2)n1 | 5%[9.22 µM] | -8%[9.22 µM] | 2.7%[11.4 µM] | nt
CCOc1ccccc1NC(=O)CSc1nnc(-c2ccco2)n1Cc1ccco1 | -4% | 2% | 3.5% | -12%
N#CCCn1nc(-c2ccccc2)cc1Nc1ccccc1NC(=O)C(F)(F)F | 7% | 0% | nt | nt
CCOC(=O)C1CCN(C(=O)Nc2ccccc2Cl)CC1 | 8% | 7% | 2.3% | -11%
Cc1nnc(NC(=O)NC(C)N2C(=O)C3C4C=CC(C4)C3C2=O)s1 (stereo not drawn) | 0% | -3% | 0.9% | -8%
COC(=O)NC(c1cccc(C)c1)[C@]1(C(C)=O)CCOC1=O (stereo partly drawn) | 4%[9.22 µM] | 13%[9.22 µM] | nt | nt
O=C(CCN1C(=O)c2ccccc2C1=O)NCc1ccncc1 | 6% | -23% | nt | nt
Cc1ccc(C(=O)Nc2c(C)n(C)n(-c3ccccc3)c2=O)cc1S(=O)(=O)N1CCOCC1 | 0% | 6% | -0.1% | -7%
CN(C)S(=O)(=O)c1ccc2c(c1)nnn2CCNC(=O)Nc1ccc(Br)cc1 | 0% | 2% | 0.1% | -7%[10.9 µM]
Cc1ccc(NCc2ccccc2-c2nnc(-c3ccccc3Cl)o2)c(C)c1 | 0% | -18% | 3.5% | -14%[10.9 µM]
O=C(Nc1ccc2nc[nH]c2c1)c1ccco1 | ? | ? | 0.2% | -33%[inhibitor]
COCCn1nnnc1CN1CCC(O)(c2cccc(C(F)(F)F)c2)CC1 | 11% | 5% | 0.6% | -1%
O=C(Cn1cc(SCc2ccccc2F)c2ccccc21)N1CCCCCC1 | 1% | -16% | 3.6% | -14%[10.9 µM]
CN1CCN(CCC(=O)Nc2ccc3c(c2)OCO3)CC1 | ? | -1% | nt | nt
NC(=O)CC1NC(=O)c2ccccc21 (stereo not drawn) | -3% | 4% | 3.1% | 6%
COc1ccc(OC)c(S(=O)(=O)N(C)CC(=O)N2CCN(c3ccccc3)CC2)c1 | 9% | 7% | 3.6% | -21%
COc1ccc(CCNC(=O)CCN2C(=O)COc3ccccc32)cc1OC | 7% | 7% | -1.1% | -2%
COc1ccc(NC(=O)N2CCCC3(CCN(C(=O)c4cnccn4)CC3)C2)cc1 | -5% | -4% | 4.1%[11.4 µM] | nt
CCOc1ccc(NC(=O)CC2C(=O)N(c3cccc(C)c3)C(=O)N2CCC2=CCCCC2)cc1 (stereo not drawn) | -7% | -8% | ? | -6%[10.9 µM]
CC(=O)c1ccc(NS(=O)(=O)c2ccc3[nH]c(=O)[nH]c3c2)cc1 | -5% | -16% | -0.2% | 3%[10.9 µM]
Cc1nonc1NC(=O)CSc1nc2cc(Cl)ccc2c2c1CCCC2 | 24% | -17% | -0.3% | 15%
CCc1cccc(NC(=O)CSc2ncccc2C(=O)Oc2ccccc2Cl)c1 | 5% | ? | ? | -6%[10.9 µM]
COc1cccc2c1ncc1c(-c3ccc(C)cc3)nn(-c3ccc(F)cc3)c12 | -1% | -7% | -0.9% | -9%[10.9 µM]
CCOC(=O)c1c(C)[nH]c(C)c1S(=O)(=O)N1CCCC(C(=O)NCc2ccc(Cl)cc2)C1 (stereo not drawn) | 6% | -8% | -1.7% | -10%[10.9 µM]
COc1ccc(C(=O)COC(=O)CN2CC(=O)Oc3ccccc32)cc1Br | ? | -11% | ? | 24%
COc1ccccc1C(=O)NC1(C(F)(F)F)NC(=O)N(CCc2ccccc2)C1=O (stereo not drawn) | 4% | -1% | ? | -7%[10.9 µM]
FC(F)(F)c1ccc2c(c1)ncc1c(-c3ccccc3)nn(-c3ccccc3)c12 | 3% | 4% | -1.0% | -5%[10.9 µM]
O=C(c1ccc2c(c1)N(Cc1ccccc1F)C(=O)c1ccccc1S2(=O)=O)N1CCC(Cc2ccccc2)CC1 | 13% | -20% | ? | -17%[10.9 µM]
CCN(CC)S(=O)(=O)c1ccc2[nH]cc(C(=O)NCCc3ccc(OC)c(OC)c3)c(=O)c2c1 | 1% | -12% | -2.5% | -1%
COc1ccc(OC(=O)c2cc(-c3ccc4c(c3)OCCO4)on2)cc1 | 13µM* | 13µM* | 0.6% | -21%[10.9 µM]
COC(=O)[C@H](CCSC)NC(=O)N1CCN(c2cccc(C(F)(F)F)c2)CC1 | -10% | -19% | 4.6% | 3%
CN(C)CCCNc1cc(O)c2c(c1O)C(=O)c1ccccc1C2=O | -12%[9.22 µM] | -12%[9.22 µM] | -2.5%[11.4 µM] | 3%[10.9 µM]
O=c1[nH]c2c(cc1CNCCN1CCOCC1)c(-c1cccc(F)c1)nn2-c1ccccc1 | 43%[activator] | 31%[activator] | 2.5% | 1%
Cc1ncoc1C(=O)NCc1ccccc1Cl | 3% | -1% | 4.9% | -16%
Cc1cc(C)cc(NC(=O)CSc2nc(=O)[nH]c3c2CCC3)c1 | -2% | ? | -0.5% | -8%[10.9 µM]
N=c1c2c(-c3ccccc3)c(-c3ccccc3)oc2ncn1CCN1CCOCC1 | ? | ? | -1.0% | 1%
COc1ccc(CN(Cc2ccccn2)C(=O)CN2C(=O)C(C)Oc3ccccc32)cc1 (stereo not drawn) | -5% | 2% | 2.0% | -9%
COc1ccc(-c2cc(C3CC3)nc(SCC(=O)c3cccs3)c2C#N)cc1 | 0% | 23% | nt | nt
COc1cc(C(=O)CSc2nnc(-c3ccc(O)cc3)n2CC2CCCO2)ccc1NC(C)=O (stereo not drawn) | -3% | -3% | 0.0% | -6%
O=C(Nc1cccc(-c2cc3ccccc3oc2=O)c1)c1ccc(Br)o1 | -3% | -1% | nt | nt

Single records, from the list above. Values in the order: p53ts 32C kill | p53ts 39C tox | IkB sig inh | Imprint erasure
Record of `Cc1cc(C)cc(NC(=O)CSc2nc(=O)[nH]c3c2CCC3)c1` : -2% | ? | -0.5% | -8%[10.9 µM]
Record of `COC(=O)[C@H](CCSC)NC(=O)N1CCN(c2cccc(C(F)(F)F)c2)CC1` : -10% | -19% | 4.6% | 3%
Record of `O=c1[nH]c2c(cc1CNCCN1CCOCC1)c(-c1cccc(F)c1)nn2-c1ccccc1` : 43%[activator] | 31%[activator] | 2.5% | 1%

(next part)
compound | p53ts 32C kill | p53ts 39C tox | IkB sig inh | Imprint erasure
COc1ccc(NC(=O)c2ccc3c(=O)n4nc(Nc5cccc(Cl)c5C)sc4nc3c2)cc1 | -4% | ? | -1.4% | -3%[10.9 µM]
COc1ccccc1-c1nc(SCC(=O)Nc2ccc(C)c(C)c2)n[nH]1 | -4% | 8% | ? | 24%[10.9 µM]
CC1C=CC(C)C(C(=O)O)C1C(=O)O (stereo not drawn) | 7% | -5% | -0.1% | 3%
O=C(Cc1ccccc1F)Nc1nc(-c2cccs2)cs1 | -3% | -22% | ? | -19%
CCOC(=O)c1sc(NC(=O)CN2CCCC2)c(C(=O)OCC)c1C | -1% | 4% | 1.1% | -1%
CC(=O)c1cccc(NC(=O)CSc2nc(=O)n(Cc3ccco3)c3c2CCC3)c1 | -7% | -7% | ? | -10%[10.9 µM]
Fc1ccc(-c2csc3[n+]2CCS3)cc1 | 1% | 4% | nt | nt
CCOC(=O)c1c(C)[nH]c(C)c1S(=O)(=O)N(C)CC(=O)Nc1ccc(CC)cc1 | 0% | -17% | 0.1% | -9%[10.9 µM]
O=C(COc1ccc(S(=O)(=O)NCc2ccccc2)cc1)NCC1CCCO1 (stereo not drawn) | -7% | -5% | 1.4% | 13%
C=CCNS(=O)(=O)c1ncnc2nc[nH]c12 | 0%[9.22 µM] | -2%[9.22 µM] | 1.9%[11.4 µM] | 5%[10.9 µM]
CCCCN(Cc1cccs1)S(=O)(=O)c1cc(-c2cc(C)no2)ccc1C | 11% | -18% | -4.0% | -12%[10.9 µM]
Cc1ccc(NCc2nnc3n2CCCCC3)cc1 | 0% | 2% | -0.5% | -2%
Clc1cccc(N2CCN(CCNc3nc4ccccc4n4cnnc34)CC2)c1 | 0% | 10% | 2.1% | -13%
CCOC(=O)C1CCN(C(=O)CNS(=O)(=O)c2cccs2)CC1 | -2% | 17% | -0.6% | -6%
O=C(COC(=O)c1cnccn1)c1ccc2c(c1)CCCC2 | -15% | -10% | -0.7% | 0%
O=C(CCCN1C(=O)c2ccccc2C1=O)Nc1cccnc1 | -8% | -4% | nt | nt
CCc1ccc(-c2nc(CN3CCCC(C(=O)N4CCN(c5cc(Cl)ccc5C)CC4)C3)c(C)o2)cc1 (stereo not drawn) | 13µM* | ? | ? | -15%[10.9 µM]
CCOC(=O)C1=C(CN2CCN(c3ccc(OC)cc3)CC2)NC(=O)NC1c1ccc(Cl)cc1 (stereo not drawn) | 8% | 19% | ? | 21%[10.9 µM]
CC(=O)NC(NC(C)=O)c1ccc(Br)cc1 | 13% | -7% | 0.7% | -7%
CCn1c(SCC(=O)Nc2cccc(OC)c2)nnc1-c1ccc(Cl)cc1 | 9% | 11% | ? | -19%
CCN(CC)CCCN1C(=O)C(O)=C(C(C)=O)C1c1ccc(OC)cc1OC (stereo not drawn) | 8% | 0% | -1.0% | -1%
N=C(N)SCc1cc(Cl)cc(Cl)c1O | 4%[9.22 µM] | 3%[9.22 µM] | 0.6%[11.4 µM] | -10%[10.9 µM]
COC(=O)c1ccc2c(=O)n(CCC3=CCCCC3)c(SCC(=O)N3CCCC3)nc2c1 | 8% | -2% | -1.0% | -5%
COc1ccc(Cn2ccc3nc(C)c(C(=O)Nc4cccc(SC)c4)cc3c2=O)cc1 | -5% | -20% | ? | -8%[10.9 µM]
CC(C)(C)C1CCc2c(sc(NC(=O)c3ccco3)c2C(N)=O)C1 (stereo not drawn) | -16% | 38%[activator] | nt | nt
O=C(Cc1coc(-c2ccc(F)cc2)n1)Nc1ccccc1 | 0% | 4% | nt | nt
CCOC(=O)c1sc(NC(=O)CSc2ccccn2)c(C#N)c1C | 5% | -5% | 2.1% | 11%
c1ccc(-c2nnc(SCc3nc4ccccc4[nH]3)n2Cc2ccco2)nc1 | -4% | 4% | 2.1% | -1%
O=C(Cc1ccc(Cl)cc1)Nc1ccc(N2CCN(C(=O)c3ccco3)CC2)c(Cl)c1 | 7% | 9% | -3.2% | -38%[inhibitor]
COc1ccccc1N(CC(=O)NCCSCc1ccc(Cl)cc1)S(C)(=O)=O | -2% | -7% | ? | -10%[10.9 µM]
CCN(CC)S(=O)(=O)c1ccc2c3c(cccc13)C(=O)N2 | 12% | 1% | -1.5% | 7%
COc1ccc(S(=O)(=O)NC(CC(=O)NCc2ccco2)C(C)C)cc1 (stereo not drawn) | 6% | 0% | nt | nt
Cc1ccc2nc(-c3cccnc3)c(Nc3ccc(C(C)C)cc3)n2c1 | 3% | -13% | 2.5% | -8%[10.9 µM]
Cc1cc(C)cc(NS(=O)(=O)c2ccc(-c3cc(C)no3)s2)c1 | 19% | ? | 2.6% | 3%[10.9 µM]
O=C(C1CCC(=O)N1C1CCCCC1)N1CCN(c2ccc(F)cc2)CC1 (stereo not drawn) | 1% | -10% | 2.1% | 5%
CSc1nnc2n(-c3cccc(C)c3)c(=O)c3c4c(sc3n12)CCCC4 | 1% | 17% | ? | -12%[10.9 µM]
Cc1ccc(N(CC(=O)O)S(C)(=O)=O)cc1Cl | 7% | 6% | -0.2% | 8%
COc1cc(NC(=O)CSC2=Nc3ccccc3N=C(c3ccc(F)cc3)C2)cc(OC)c1 | -7% | ? | 3.6% | -11%[10.9 µM]
N#CN(CC(N)=O)c1nc(N2CCCCC2)nc(N2CCCCC2)n1 | -13% | -5% | -1.9% | -9%
Cn1ccc2c(OCC(=O)Nc3ccc([N+](=O)[O-])cc3)cccc2c1=O | -2% | -16% | 2.1% | 18%[10.9 µM]
NC(=O)C1CCN(CC(=O)c2c[nH]c3ccc(F)cc23)CC1 | 8% | 8% | 1.9% | -10%
CCn1c(C)nc2cc(C(=O)NNC(=O)CCC3CCCC3)ccc21 | 0% | 16% | nt | nt
CCOC(=O)C1CCCN(C(=O)CC(C)c2ccccc2)C1 (stereo not drawn) | -11% | -6% | -0.5% | -21%
Cc1ccc(NC(=O)c2oc3c(c2C)-c2[nH]ncc2CC3)c(Cl)c1 | -8% | -13% | ? | -22%[10.9 µM]
